# CCHF vOTU inh: CCHFV vOTU protease inhibition. inhibition, % at 11.5 µM. AID 651958. Pep-AMC fluorescence. 370,000 compounds, 0.55% hits; further: 0% = vehicle wells with enzyme and 100% = no enzyme wells
# BioA inh: inhibitors of Mycobacterium tuberculosis BioA enzyme; purified M. tuberculosis BioA enzyme, plate reader; inhibition, % at 9.99 µM; 360,000 compounds, 0.096% hits; AID 602481; in the data active means inhibition above about 40%; inconclusive means no clear call, values can overlap the other calls
# BoNT-A LC inh2: inhibitors of Botulinum neurotoxin A light chain protease. multiplex microsphere protease substrate cleavage, flow cytometry. 360,000 compounds, 0.17% hits. inhibition, % at 10 µM; in the data active means inhibition above about 30%; inconclusive means no clear call, values can overlap the other calls; further: plate controls were buffer without enzyme for full effect and enzyme alone for no effect
# UGM FP inh: inhibitors of M. tuberculosis UDP-galactopyranose mutase. P9WIQ1. purified UGM, fluorescence polarization probe displacement. inhibition, % at 10 µM. 320,000 compounds, 0.06% hits. AID 504406; in the data active means inhibition above about 10%, passing the limit was not always enough; inconclusive means no clear call, values can overlap the other calls
# Target sequence (P9WIQ1 whole entry, looked up): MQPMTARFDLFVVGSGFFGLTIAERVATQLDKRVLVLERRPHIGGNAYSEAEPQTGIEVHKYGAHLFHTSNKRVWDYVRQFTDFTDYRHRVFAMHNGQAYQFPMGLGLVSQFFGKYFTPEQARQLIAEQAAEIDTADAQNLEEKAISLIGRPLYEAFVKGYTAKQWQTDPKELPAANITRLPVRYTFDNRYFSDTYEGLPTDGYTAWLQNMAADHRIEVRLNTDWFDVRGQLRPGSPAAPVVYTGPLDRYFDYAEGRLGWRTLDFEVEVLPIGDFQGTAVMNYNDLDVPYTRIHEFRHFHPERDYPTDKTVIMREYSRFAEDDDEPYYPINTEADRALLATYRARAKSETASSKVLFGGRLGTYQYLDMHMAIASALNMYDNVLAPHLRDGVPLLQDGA
# BoNT-F LC inh: inhibitors of Botulinum neurotoxin F light chain protease. Multiplex microsphere protease cleavage assay, flow cytometry. inhibition, % at 10 µM. 360,000 compounds, 0.22% hits. AID 588497; in the data active means inhibition above about 35%, passing the limit was not always enough; inconclusive means no clear call, values can overlap the other calls; further: plate controls were buffer without enzyme for full effect and enzyme alone for no effect
# GDH-TPI counter: GDH-TPI coupled enzyme inhibition counter-screen; GDH-TPI coupled enzyme counterscreen, NADH absorbance; inhibition, % at 4.8 µM; 360,000 compounds, 1.2% hits; AID 588335;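 further: 0% = DMSO wells and 100% = wells lacking the enzyme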
# Mtb FBA inh: Mtb fructose-bisphosphate aldolase inhibition. purified M. tuberculosis FBA, fluorescence read-out. inhibition, % at 1 µM. 360,000 compounds, 2.3% hits. AID 588726; in the data active means inhibition above about 27%;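 further: 0% = vehicle and 100% = reference inhibitor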
# Target sequence (P9WQA3 whole entry, looked up): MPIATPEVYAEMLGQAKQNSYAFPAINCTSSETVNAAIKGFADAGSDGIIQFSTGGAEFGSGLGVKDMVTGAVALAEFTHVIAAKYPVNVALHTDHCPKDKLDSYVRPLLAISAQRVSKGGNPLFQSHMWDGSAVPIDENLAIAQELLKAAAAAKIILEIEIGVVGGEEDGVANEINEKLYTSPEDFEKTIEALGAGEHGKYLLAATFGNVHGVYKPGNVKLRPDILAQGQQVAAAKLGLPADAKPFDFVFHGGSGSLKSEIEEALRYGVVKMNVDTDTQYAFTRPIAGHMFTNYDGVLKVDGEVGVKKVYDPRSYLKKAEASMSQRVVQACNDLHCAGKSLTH
# FadD28 FP inh: blocks FadD28 binding to the bisubstrate probe; AID 588549; inhibition, % at 12.5 µM; fluorescence polarization; 360,000 compounds, 0.22% hits; in the data active means inhibition above about 8.5%, passing the limit was not always enough; inconclusive means no clear call, values can overlap the other calls
# PrPC surface inh: cell surface PrPC inhibition, primary TR-FRET screen | P04156 | TR-FRET read-out | inhibition, % at 13.8 µM | 370,000 compounds, 0.43% hits | AID 720596; in the data active means inhibition above about 24%; further: 0% = median of the test wells and 100% = reference compound wells
# * hit, by the source's call; ? = inconclusive; nt = no result given; & = joins results of further samples. Unless noted, no stated cut-off is given here; in the data, active means inhibition above about 30%; inactive means the rest.
SMILES	CCHF vOTU inh	BioA inh	BoNT-A LC inh2	UGM FP inh	BoNT-F LC inh	GDH-TPI counter	Mtb FBA inh	FadD28 FP inh	PrPC surface inh
CCOC(=O)N1CCC(NC2CCCCCCC2)CC1	-5	-1.0	-1.2	-0.1	-6	1	-1	-1.1	8
CC(=O)N(C)c1ccc(OCC(O)CN(c2ccccc2C)S(=O)(=O)c2ccc(C)cc2)cc1 (stereo not drawn)	5	-1.2	-2.1	0.6	10	4	5	-0.2	-3
C=CCN1C(=O)/C(=C\c2cc(Br)c(OCc3ccccn3)c(OC)c2)SC1=S	-12	nt	3.5	-2.3	1	5	-6	-1.7	7
Cc1c(-n2c(SC(C)C(=O)NC(N)=O)nc3ccccc3c2=O)c(=O)n(-c2ccccc2)n1C (stereo not drawn)	19	nt	-1.4	-1.3	-1	2	0	-0.9	-3
Cc1c(P(=S)(c2ccccc2)c2ccccc2)[n+]2ccccc2n1C	-2&-7	0.0	-0.2&-0.3	nt	-15&-1	0&-6	-1&0	-1.9&0.1	0&9
Cc1ccccc1-c1cc2nc(NCCN3CCCC3)n(C)c(=O)c2s1	5	-0.4	0.0	nt	4	9	-2	-14	-4
Cc1oc2nc(SCC(=O)N3CCCCC3)nc(N)c2c1C	-11	nt	-0.9	0.1	1	4	-3	-0.7	4
COCCCNC(=O)Cn1cc2c(n1)CCCCC2	-6	-1.7	-0.6	-1.4	-3	3	0	-1.1	-7
CC(O)c1cccc(NC(=O)CCC(=O)O)c1 (stereo not drawn)	-8	-0.8	-0.2	-2.5	0	-3	0	-2.1	-1
O=C(O)CCc1nc(-c2ccccc2Cl)no1	-1	1.0	0.0	-3.3	6	-11	-5	-3.2	-5
O=C(Nc1cnn(Cc2ccc(Cl)cc2)c1)c1ccc([N+](=O)[O-])cc1	4	2.1	-0.1	7.1	-4	13	0	-0.6	-7
COc1ccc(Nc2nccc(N(C)C)c2C#N)cc1	-7	-0.2	0.3	-1.4	4	0	7	1.8	-2
COc1cccc(N2CC(C(=O)Nc3nnc(SCCC4OCCO4)s3)CC2=O)c1 (stereo not drawn)	9	-0.1	0.9	3.6	4	7	-1	0.9	5
COc1ccccc1CNc1ncccn1	7	-2.2	0.3	-1.1	25	0	3	1.1	7
CC(C)c1ccccc1NC(=O)Cn1c(-c2ccccc2Cl)nc2ccccc21	15	-0.9	-0.5	0.5	-17	0	1	-1.8	8
O=C(N/N=C1\CCc2ccccc21)c1ccncc1	-1	nt	0.0	1.7	0	-1	-1	-3.3	7
CON/C=C(\C=Nc1ccc(Cl)cc1Cl)c1ncc(C(F)(F)F)cc1Cl	-8	nt	-2.4	2.2	0	4	0	0.3	6
CS(=O)(=O)Nc1ccc(C(=O)NCCSCc2ccco2)cc1	12	0.7	-0.3	2.0	-8	6	-5	-1.4	5
CCOC(=O)C(CCCCCOc1ccc([N+](=O)[O-])cc1)C(=O)OCC	12	1.2	2.9	-1.5	-1	12	-1	2.3	-5
CC(C)C(NC(=O)c1ccc(Cl)cc1)C(=O)NCC1CCCO1 (stereo not drawn)	19	0.9	-3.0	1.2	-4	-5	-1	-0.9	10
C#CCn1c(S(=O)(=O)Cc2ccc(F)cc2)nc(-c2ccccc2)c1-c1ccccc1	10	-2.8	-0.1	1.5	-4	2	0	-0.9	-1
CCOc1ccc(-c2c(C)n([O-])c3c([n+]2=O)CCCC3)cc1	3	-1.8	0.2	-2.4	4	-5	-3	-4.7	-9
COc1ccc(-c2csc(NC3OC(=O)c4ccccc43)n2)cc1 (stereo not drawn)	-14	-0.9	-0.9	1.8	?	7	-1	-2.2	-8
CC1C(=O)Nc2ccccc2N1C(=O)c1ccc(Cl)cc1 (stereo not drawn)	-4	0.8	1.2	0.3	3	9	0	0.8	-3
CN1CCN(C(c2ccccc2)c2nnnn2C(C)(C)C)CC1 (stereo not drawn)	9	nt	0.2	nt	8	nt	nt	nt	3
COc1ccc(/C=N/n2nnnc2N)c(OC)c1	-10	-0.4	-1.0	2.1	-6	20	1	nt	-7
CNC(=O)c1c(NC(=O)CCS(=O)(=O)c2ccc(C)cc2)sc(C)c1C	6	0.4	nt	nt	nt	16	-2	0.4	-1
Cn1c(=NC(=O)c2cnccn2)sc2ccccc21	36*	0.4	1.5	-2.4	?	29	6	-0.8	7
CC(CCN1CCN=C1N(C)C)c1ccccc1 (stereo not drawn)	8	-1.0	-1.0	0.4	-4	1	2	-0.2	-1
CN(C)S(=O)(=O)n1cc(/C=C(\NC(=O)c2ccccc2Cl)C(=O)N2CCCC2)c2ccccc21	-8	-1.8	1.2	-0.1	4	3	-1	-3.0	-5
CCOc1ccc(NC(=O)C2C3C=CC4(O3)C2C(=O)N(Cc2cccnc2)C4C(=O)NC2CCCCC2)cc1 (stereo not drawn)	nt	-0.6	0.7	-0.5	-6	-7	1	-5.0	nt
Nc1nonc1-n1nnc(C(=O)N/N=C/c2ccccc2Cl)c1-c1ccc2c(c1)OCO2	-14	-1.5	-2.7	1.4	-13	6	1	-2.3	-2
Cc1cccc(C(=O)NC(=S)NNC(=O)COc2ccc(Cl)cc2)c1	-6	-1.6	-0.5	nt	-2	5	2	-0.3	4
CCN1CCN(S(=O)(=O)c2ccc(OC)c(Br)c2)CC1	-7	-0.7	0.4	0.7	0	1	0	-3.2	-1
O=c1c2cc(Br)ccc2nc(-c2cccc(C(F)(F)F)c2)n1O	5	1.0	-0.3	2.3	1	-2	0	-3.8	-1
CCOC(=O)N/N=C(\C)c1ccc(OC(F)F)cc1OC(F)F	4	nt	-0.6	0.3	-4	-2	1	0.0	3
Cc1cn(CC(=O)N(C)Cc2ccco2)c(=O)[nH]c1=O	0	-1.3	-0.2	nt	-2	9	4	-0.9	-4
OC(CSc1ccc(F)cc1)CN1CCN(c2ccccc2)CC1 (stereo not drawn)	-2	nt	-0.4	3.3	2	0	0	0.5	0
O=C(NC(=S)Nc1ccc(N2CCCC2)cc1)c1ccccc1[N+](=O)[O-]	4	-0.9	-0.3	0.5	0	12	-2	-0.4	-5
O=[N+]([O-])c1ccccc1S(=O)(=O)NC1CC2CCC1C2 (stereo not drawn)	14	-1.1	2.0	0.9	26	2	1	-2.7	-20
COc1ccc(-c2nc(NC(=O)c3ccc(OCC(=O)Nc4ccc(F)cc4)c(OC)c3)sc2C)cc1	-2	-0.9	-0.1	0.0	-2	1	1	-2.9	3
COc1ccc2c(c1OC)C(=O)N1N=C(c3ccc(O)cc3)CC21 (stereo not drawn)	4	nt	-0.4	2.7	-1	9	4	-1.9	-15
CC(C)CCNC(=O)NC(=O)COC(=O)C1CCN(S(=O)(=O)c2ccccc2F)CC1	4	-1.2	0.4	-3.4	6	-1	0	-1.9	6
CCc1noc(C)c1C(=O)Nc1nc(-c2cc(C)ccc2C)c(C)s1	1	-1.4	0.0	2.4	1	15	-11	-0.3	-3
CC(NC(=O)COc1cc(=O)n(C)c2ccccc12)c1ccc2c(c1)OCCO2 (stereo not drawn)	-1	0.1	0.3	0.5	9	0	2	-4.3	-6
Cc1ccccc1C(=O)NC1CCN(Cc2nnnn2C(C)(C)C)CC1	6	-3.6	0.6	0.2	-5	-1	-2	-4.0	3
COC(=O)c1ccccc1NC(=O)NC1CC1	3	nt	-0.1	0.0	-4	8	1	0.9	0
CCc1ccc(-c2c(C)sc(NC(C)=O)c2C(N)=O)cc1	1	0.7	-7.6	3.2	-10	-4	-1	-3.9	4
Cc1nnc(SCC(=O)NCC2CCCCC2)n(N)c1=O	-6	0.8	-0.5	0.8	2	5	-6	-0.3	-6
Cc1ncc(CN2CCC(N3CCC(C(=O)N4CCCC4)CC3)CC2)s1	nt	-0.1	-0.8	0.9	-4	4	-2	0.5	nt

# Remaining list, next part:
SMILES	CCHF vOTU inh	BioA inh	BoNT-A LC inh2	UGM FP inh	BoNT-F LC inh	GDH-TPI counter	Mtb FBA inh	FadD28 FP inh	PrPC surface inh
CCOc1ccc(C(=O)/C=C/c2cc(OC)c(OC)c(OC)c2)cc1	-4	-1.1	1.2	0.0	-6	4	-3	-0.7	-1
CCCCOc1cccc(/C=C(\C#N)C(=O)NC2CC2)c1	-7	-0.5	3.5	-1.1	8	-6	4	-0.8	4
CC(=O)NS(=O)(=O)c1ccc(NC(=O)CC(C)c2ccccc2)cc1 (stereo not drawn)	-14	nt	1.0	-1.0	-2	2	4	-0.5	-3
Cc1cc(C)c2nc(C)cc(Nc3ccc(C(=O)NCCO)cc3)c2c1	14	-0.1	nt	2.9	nt	59*	4	-1.0	-21
COc1ccc(CSc2nc(C)cc(C)c2C#N)cc1	-9	5.3	0.5	0.3	-5	15	2	-1.4	1
CC(=O)c1c(C)[nH]c(C(=O)OCC(=O)N2CCc3ccccc3C2)c1C	-2	13	0.0	-2.1	-12	-8	-1	-2.4	5
C=CCNC(=O)CN1C(=O)c2cccc3cccc1c23	10	2.2	0.9	2.3	-26	-1	-3	-2.7	-7
CCOC(=O)c1c(C)[nH]c(C(=O)N/N=C/c2ccc(OC)c(OC)c2)c1C	13	-1.7	-0.2	-0.2	1	43*	-3	-5.1	5

# In the list so far, nine contain a Cl atom.
SMILES	CCHF vOTU inh	BioA inh	BoNT-A LC inh2	UGM FP inh	BoNT-F LC inh	GDH-TPI counter	Mtb FBA inh	FadD28 FP inh	PrPC surface inh
O=C(O)CCc1nc(-c2ccccc2Cl)no1	-1	1.0	0.0	-3.3	6	-11	-5	-3.2	-5
O=C(Nc1cnn(Cc2ccc(Cl)cc2)c1)c1ccc([N+](=O)[O-])cc1	4	2.1	-0.1	7.1	-4	13	0	-0.6	-7
CC(C)c1ccccc1NC(=O)Cn1c(-c2ccccc2Cl)nc2ccccc21	15	-0.9	-0.5	0.5	-17	0	1	-1.8	8
CON/C=C(\C=Nc1ccc(Cl)cc1Cl)c1ncc(C(F)(F)F)cc1Cl	-8	nt	-2.4	2.2	0	4	0	0.3	6
CC(C)C(NC(=O)c1ccc(Cl)cc1)C(=O)NCC1CCCO1 (stereo not drawn)	19	0.9	-3.0	1.2	-4	-5	-1	-0.9	10
CC1C(=O)Nc2ccccc2N1C(=O)c1ccc(Cl)cc1 (stereo not drawn)	-4	0.8	1.2	0.3	3	9	0	0.8	-3
CN(C)S(=O)(=O)n1cc(/C=C(\NC(=O)c2ccccc2Cl)C(=O)N2CCCC2)c2ccccc21	-8	-1.8	1.2	-0.1	4	3	-1	-3.0	-5
Nc1nonc1-n1nnc(C(=O)N/N=C/c2ccccc2Cl)c1-c1ccc2c(c1)OCO2	-14	-1.5	-2.7	1.4	-13	6	1	-2.3	-2
Cc1cccc(C(=O)NC(=S)NNC(=O)COc2ccc(Cl)cc2)c1	-6	-1.6	-0.5	nt	-2	5	2	-0.3	4

# Results in BoNT-F LC inh, CCHF vOTU inh and FadD28 FP inh, for 2 of the compounds above:
compound	BoNT-F LC inh	CCHF vOTU inh	FadD28 FP inh
CCOC(=O)c1c(C)[nH]c(C(=O)N/N=C/c2ccc(OC)c(OC)c2)c1C	1	13	-5.1
CC(=O)c1c(C)[nH]c(C(=O)OCC(=O)N2CCc3ccccc3C2)c1C	-12	-2	-2.4

# Source: PubChem (several laboratories)
